APP 5UTR inh = APP translation inhibition. inhibition, % at 2 µM. 0.82% of 190,000 active. SH-SY5Y APP 5'UTR-luciferase reporter, luminescence;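 active = inhibition above a set limit, derived from the sample mean plus 3 SD, cut at about 45% in these data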; also: values of inactives mirror those of a sister screen read the other way
Diaph inh CS = counter-screen for diaphorase-based assays: diaphorase inhibitors and chemical oxidizers | diaphorase resazurin-to-resorufin fluorescence, NADH, 16 min; bacterial (C. kluyveri) enzyme, not human | inhibition, % at 20 µM | 0.69% of 190,000 active;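 active = primary screen inhibition at 20 µM above a set limit, cut at about 50% in these data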;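 also: plate controls were DMSO with full reaction for no effect and wells lacking NADH for full effect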
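Assay system: diaphorase enzyme from Clostridium kluyveri; Input: enzyme working solution with 0.14 U/mL diaphorase; Timing: 16 min at room temperature; Technique: resorufin fluorescence, excitation 544 nm, emission 590 nm; Benchmarks: positive control minus NADH, DMSO neutral control.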
G6PDH counter = L. mesenteroides G6PDH inhibition counter-screen. Purified L. mesenteroides G6PDH, diaphorase/resazurin coupled fluorescence, 45 min. inhibition, % at 5 µM. 0.12% of 200,000 active; in the data active = inhibition above about 50%
STAT3 blocker = STAT3 signaling inhibition | U3A cells, IL-6 STAT3-luciferase reporter, luminescence; host cell line lacks STAT1 | inhibition, % at 5.5 µM | 0.89% of 190,000 active;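 active = inhibition above the mean inhibition across all screened compounds plus 3 SD, cut at about 44% in these data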;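 also: 0% = DMSO only wells and 100% = 100 µM nifuroxazide control wells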
STAT1 inh = STAT1 signaling inhibition; NIH 3T3 STAT1-luciferase reporter, IFN-gamma, luminescence; 0.35% of 200,000 active; inhibition, % at 5.5 µM;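 active = inhibition above a set limit, the mean inhibition across all tested compounds plus 3 SD, cut at about 34% in these data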;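 also: 0% = IFN-gamma with DMSO and 100% = IFN-gamma with 300 µM nifuroxazide; values of inactives mirror those of a sister screen read the other way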
STAT1 act = STAT1 signaling activation; AID 932; NIH 3T3 STAT1-luciferase reporter, IFN-gamma, luminescence; 100% = IFN-gamma alone, no compound; 2.6% of 200,000 active; activation (% of control), % at 5.5 µM;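 active = activation above the screen-wide mean activation plus 3 SD, cut at about 130% in these data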;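 also: raw ratio to IFN-gamma control signal so 100% means no change and 0% no light; values of inactives mirror those of a sister screen read the other way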
STAT3 activator = activators of IL-6 induced STAT3 signaling; activation (% of control), % at 5.6 µM; U3A cells, IL-6 STAT3-luciferase reporter, luminescence; 100% = signal with IL-6 EC80 alone; 0.91% of 190,000 active;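 active = activation above the screen-wide mean of compound activation plus 3 SD, cut at about 130% in these data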;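 also: 0% = background luminescence of wells with medium and substrate only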
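Assay system – human STAT1-deficient U3A cells with stable STAT3-luciferase reporter · Also added – IL-6 (33 ng/mL) · Schedule – compound 1 h, then IL-6 6 h at 37 °C · Technique – reporter luminescence signal · Evaluation – % activation versus median of IL-6-stimulated wells · Benchmarks – IL-6-only wells as 100% reference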
TLR4 MyD88 comp = blocks binding of human TLR4 to MyD88. O00206+Q99836. HeLa CL3-4 TLR4/MyD88 BLA complementation, FRET ratio. inhibition, % at 8.4 µM. 0.18% of 200,000 active. AID 861; in the data active = inhibition above about 25%;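 also: 0% = vehicle and 100% = reference inhibitor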
Target sequence (O00206 whole entry, looked up): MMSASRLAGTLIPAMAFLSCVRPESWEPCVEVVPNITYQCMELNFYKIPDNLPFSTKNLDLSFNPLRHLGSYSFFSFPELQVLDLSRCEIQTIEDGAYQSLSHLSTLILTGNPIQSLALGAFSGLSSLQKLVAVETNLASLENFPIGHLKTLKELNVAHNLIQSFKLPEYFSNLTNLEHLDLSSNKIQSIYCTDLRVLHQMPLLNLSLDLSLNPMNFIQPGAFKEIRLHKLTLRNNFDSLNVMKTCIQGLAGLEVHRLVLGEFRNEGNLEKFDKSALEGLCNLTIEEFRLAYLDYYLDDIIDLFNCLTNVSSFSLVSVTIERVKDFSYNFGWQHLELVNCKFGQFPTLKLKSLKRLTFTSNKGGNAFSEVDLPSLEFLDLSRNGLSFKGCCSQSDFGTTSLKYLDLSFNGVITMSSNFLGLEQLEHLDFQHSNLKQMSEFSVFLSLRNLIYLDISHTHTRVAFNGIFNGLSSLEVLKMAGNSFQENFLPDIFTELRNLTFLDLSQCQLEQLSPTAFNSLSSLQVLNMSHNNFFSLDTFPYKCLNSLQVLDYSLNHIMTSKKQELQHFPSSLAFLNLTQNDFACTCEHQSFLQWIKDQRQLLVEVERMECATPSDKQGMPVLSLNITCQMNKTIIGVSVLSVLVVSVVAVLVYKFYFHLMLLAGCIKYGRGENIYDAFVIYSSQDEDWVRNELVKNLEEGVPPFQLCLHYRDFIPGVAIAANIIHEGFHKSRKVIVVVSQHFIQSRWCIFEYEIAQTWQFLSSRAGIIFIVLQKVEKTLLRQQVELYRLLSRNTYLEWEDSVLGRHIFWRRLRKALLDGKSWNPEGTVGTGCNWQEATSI
Target sequence (Q99836 whole entry, looked up): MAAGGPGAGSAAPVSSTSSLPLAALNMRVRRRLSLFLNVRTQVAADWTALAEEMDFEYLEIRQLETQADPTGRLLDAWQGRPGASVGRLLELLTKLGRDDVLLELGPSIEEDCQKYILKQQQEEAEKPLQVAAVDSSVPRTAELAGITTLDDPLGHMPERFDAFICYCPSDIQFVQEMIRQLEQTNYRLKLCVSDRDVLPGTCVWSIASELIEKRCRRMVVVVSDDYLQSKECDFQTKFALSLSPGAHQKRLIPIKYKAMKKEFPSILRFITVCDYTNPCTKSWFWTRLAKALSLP
Diaphorase act = diaphorase activation or chemical reduction counter-screen; 0.005% of 190,000 active; Diaphorase/resazurin coupled assay, resorufin fluorescence, 16 min; hits give high values; 1 = vehicle wells, 0 = NADH-free wells; activation factor at 20 µM;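 active = diaphorase activity raised at least twofold by the compound at 20 µM; inactive = activation factor below 2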
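Material: bacterial diaphorase enzyme (C. kluyveri); amount: enzyme 0.07 U/mL final; reagent: NADH substrate 0.114 mM plus resazurin dye 0.1 mM, final; doses: single compound dose of 20 µM, 1% DMSO final; timing: 16 min enzyme reaction, ambient temperature; measured by: fluorescence of resorufin, 544 nm excitation, 590 nm emission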
Hsp70 act = Hsp70 transcriptional activation, primary screen. HeLa Hsp70 promoter luciferase reporter, luminescence; scaled: vehicle 0, proteasome-inhibitor control 100%. activation, % at 10 µM. 0.04% of 200,000 active;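 active = activation above the mean across all tested compounds plus 3 SD, cutoff set per campaign, cut at about 5.5% in these data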;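 also: 100% = MG132 at 30 µM as the positive control and 0% = DMSO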
Starred values were filed as active, the others as inactive.

entry	SMILES	APP 5UTR inh	Diaph inh CS	G6PDH counter	STAT3 blocker	STAT1 inh	STAT1 act	STAT3 activator	TLR4 MyD88 comp	Diaphorase act	Hsp70 act
1	Cc1ccc(-c2cc3nc(C)cc(C)n3n2)cc1	-171	6	4	-51	-37	134*	152*	1	0.9	0.4
2	CN(C)CCCNC(=O)c1ccc2[nH]c3ccccc3c2c1	4	7	3	8	-4	104	100	-1	0.9	-0.2
3	O=C(COC(=O)c1cccc(N2C(=O)c3ccccc3C2=O)c1)Nc1ccccc1	2	4	-11	-7	-6	105	105	-2	1	-0.3
4	O=C(CNC(=S)N(Cc1ccccc1)Cc1cccnc1)NCCN1CCOCC1	8	10	7	2	0	100	105	-14	0.9	-0.1
5	C/C(CC(=O)Nc1ccc(F)cc1)=N\NC(=O)COc1ccccc1	-9	1	3	-1	-11	110	102	3	1	-0.2
6	Cc1cccc(N(CC(=O)NCCSc2ccccn2)S(=O)(=O)c2ccccc2)c1	0	20	2	2	9	92	98	-8	0.8	-0.1
7	CCS(=O)(=O)c1ccc2oc(SCC(=O)N3CCCCC3)nc2c1	-20	-20	16	15	-3	101	93	-9	1.2	-0.1
8	CN(C)c1cccc2c1C(=O)c1ccccc1C2=O	3	28	29	-8	-7	106	107	-1	0.7	0.0
9	COc1ccc(C(=O)c2c[nH]c3ccccc23)cc1	-96	12	1	-12	-43	134*	109	4	0.9	-0.1
10	O=C(Nc1nc(-c2ccc(S(=O)(=O)N3CCCC3)cc2)cs1)c1ccco1	-10	34	-37	14	-1	101	88	4	0.7	2.6
11	O=C(Cc1cccs1)Nc1nc(-c2ccc(F)cc2F)cs1	-33	-3	-6	32	12	89	77	3	1	-0.3
12	CN1C(=O)NC(c2ccc(O)cc2)C(C(=O)c2cccs2)C1(O)C(F)(F)F (centres undefined)	-118	5	3	6	-10	109	97	-7	1	-0.2
13	COC(CNC(=O)c1ccc(-n2c(=S)[nH]c3ccccc3c2=O)cc1)OC	5	21	-2	10	13	87	93	-3	0.8	-0.2
14	c1ccc(CSc2ccc3nnc(-c4cccnc4)n3n2)cc1	1	5	-24	6	3	100	93	1	1	-0.4
15	COc1ccc(-n2cnc3cc(C(=O)NCCN4CCOCC4)ccc32)cc1	-14	-1	-2	-4	-18	116	105	-4	1	-0.2
16	CCS(=O)(=O)c1ccc2oc(SCC(=O)NCCc3ccccc3)nc2c1	-1	12	-3	8	8	92	97	-13	0.9	-0.1
17	O=C(O)CCSc1nnnn1-c1ccccc1	-6	14	2	12	2	98	92	8	0.9	0.1
18	CN(c1cccc(NC(=O)Nc2ccc(Cl)cc2)c1)S(C)(=O)=O	-44	16	4	18	-29	126	93	-21	0.8	-0.1
19	Nc1nonc1-c1noc(-c2ccc(Br)o2)n1	-3	14	4	19	-12	110	87	-1	0.9	-0.1
20	CC1=C(C(=O)Nc2ccc(C)cc2C)C(c2cccc(Cl)c2)n2nc(C(=O)OC(C)C)nc2N1 (centres undefined)	11	7	11	1	0	102	97	-10	0.9	-0.3

Overlap with the part before: three compounds; new compounds follow.
entry	SMILES	APP 5UTR inh	Diaph inh CS	G6PDH counter	STAT3 blocker	STAT1 inh	STAT1 act	STAT3 activator	TLR4 MyD88 comp	Diaphorase act	Hsp70 act
18	CN(c1cccc(NC(=O)Nc2ccc(Cl)cc2)c1)S(C)(=O)=O	-44	16	4	18	-29	126	93	-21	0.8	-0.1
19	Nc1nonc1-c1noc(-c2ccc(Br)o2)n1	-3	14	4	19	-12	110	87	-1	0.9	-0.1
20	CC1=C(C(=O)Nc2ccc(C)cc2C)C(c2cccc(Cl)c2)n2nc(C(=O)OC(C)C)nc2N1 (centres undefined)	11	7	11	1	0	102	97	-10	0.9	-0.3
21	O=S(=O)(c1ccc(OCC(O)CN2CCCC2)cc1)N1CCOCC1 (centres undefined)	-11	1	1	-1	-1	101	101	-11	1	-0.4
22	COc1ccc(OCC(=O)Nc2cccc(NC(=O)COc3ccc(OC)cc3)n2)cc1	-18	11	2	-5	2	98	107	-15	0.9	-0.2
23	O=C(O)c1cccc(-n2nnnc2SCc2ccccn2)c1	-18	2	16	8	-2	102	96	13	1	0.0
24	Cc1cc(=O)[nH]c(SCC(=O)c2ccc(C)c(C)c2)n1	-6	13	-1	16	-1	101	87	-3	0.9	-0.3
25	CCOC(=O)c1ccc2c(c1)nc(SCC(=O)c1ccco1)n2CC	-8	8	3	14	-8	107	95	2	0.9	0.0
26	O=C(Nc1ccc(C(F)(F)F)cc1)c1ccccc1Br	-30	21	14	18	-34	129*	91	-9	0.8	0.0
27	O=C1C2C(C(=O)N1c1nccs1)C1C=CC2C12CC2 (centres undefined)	-18	-4	-7	-21	-1	99	123	9	1	-0.7
28	CC1CCCC(NCC(=O)Nc2ccc(C(N)=O)cc2)C1C (centres undefined)	9	8	-4	11	-1	101	96	-2	0.9	-0.3
29	COc1cc(CC(=O)Nc2ccccc2N2CCCCC2)cc(OC)c1OC	3	20	2	2	12	90	102	4	0.8	-0.2
30	O=C(O)c1ccc2c3c(ncnc13)-c1ccccc1C2=O	3	37	19	-19	-15	116	122	3	0.6	-0.1
31	COc1ccc(OCCNS(=O)(=O)c2cccc([N+](=O)[O-])c2)cc1	-20	21	22	4	-13	111	98	-8	0.8	0.0
32	COC(=O)c1ccc(-n2cc(-c3ccc(OC)cc3)[nH]c2=S)cc1	-2	27	7	-5	-4	104	103	7	0.7	-0.1
33	Cc1ccc(S(=O)(=O)N2CCC(=O)N(C(COCc3cccc(C(F)(F)F)c3)Cc3ccccc3)CC2)cc1 (centres undefined)	3	22	14	-8	-15	113	105	-11	0.8	-0.3
34	C=CCSc1nc2c(c(C3CC=CCC3)c1C#N)CCC2 (centres undefined)	-15	11	1	-7	15	86	106	5	0.9	-0.3
35	Cc1cccc(-n2ccnc2SCC(=O)Nc2nccs2)c1C	-6	12	4	10	5	95	94	2	0.9	0.1
36	COc1ccc(C(=O)CC(c2ccccc2)C2C(=O)CCCC2=O)cc1 (centres undefined)	1	10	2	-3	-3	103	108	3	0.9	-0.4
37	Cn1cccc1C(=O)NC(=O)COC(=O)c1ccccc1Sc1ccccc1C#N	11	25	10	-2	0	100	104	-5	0.8	-0.2
38	CCCNC(=O)NC(=O)CSc1nc2ccccc2n1CC(C)C	-7	27	3	8	8	92	97	-12	0.7	-0.3
39	O=C(CSc1nc2c(sc3ccccc32)c(=O)n1CCO)NCC1CCCO1 (centres undefined)	-3	18	4	6	-2	102	98	-1	0.8	-0.2
40	Cc1ccc2nc(NC(=O)COC(=O)c3ccncc3)sc2c1	-25	4	2	3	-25	123	101	2	1	0.0

The results go on.
entry	SMILES	APP 5UTR inh	Diaph inh CS	G6PDH counter	STAT3 blocker	STAT1 inh	STAT1 act	STAT3 activator	TLR4 MyD88 comp	Diaphorase act	Hsp70 act
41	CC1CCN(CC(=O)Nc2ccc(Cl)cc2[N+](=O)[O-])CC1	-20	14	1	3	0	99	100	-1	0.9	-0.2
42	C#CCSc1nnc(-c2ccccc2)c(=O)[nH]1	-4	5	-2	9	7	94	95	-1	0.9	-0.1
43	CC(=O)N1CCC2(CC1)C(C#N)=C(N)Oc1n[nH]c(CSc3ccc(C)cc3)c12	-7	15	4	-1	5	95	101	-9	0.8	0.1
44	Cc1ccccc1N1CCN(c2ncnc3scc(-c4cccs4)c23)CC1	-2	18	-1	18	-6	106	88	-9	0.8	-0.2
45	COc1ccc(-c2ccc3c(N)c(C(=O)c4cccc(OC)c4)sc3n2)cc1	-3	1	9	21	-7	106	88	31*	1	0.3

Molecules listed so far with an aryl methoxy group:
entry	SMILES	APP 5UTR inh	Diaph inh CS	G6PDH counter	STAT3 blocker	STAT1 inh	STAT1 act	STAT3 activator	TLR4 MyD88 comp	Diaphorase act	Hsp70 act
9	COc1ccc(C(=O)c2c[nH]c3ccccc23)cc1	-96	12	1	-12	-43	134*	109	4	0.9	-0.1
15	COc1ccc(-n2cnc3cc(C(=O)NCCN4CCOCC4)ccc32)cc1	-14	-1	-2	-4	-18	116	105	-4	1	-0.2
22	COc1ccc(OCC(=O)Nc2cccc(NC(=O)COc3ccc(OC)cc3)n2)cc1	-18	11	2	-5	2	98	107	-15	0.9	-0.2
29	COc1cc(CC(=O)Nc2ccccc2N2CCCCC2)cc(OC)c1OC	3	20	2	2	12	90	102	4	0.8	-0.2
31	COc1ccc(OCCNS(=O)(=O)c2cccc([N+](=O)[O-])c2)cc1	-20	21	22	4	-13	111	98	-8	0.8	0.0
32	COC(=O)c1ccc(-n2cc(-c3ccc(OC)cc3)[nH]c2=S)cc1	-2	27	7	-5	-4	104	103	7	0.7	-0.1
36	COc1ccc(C(=O)CC(c2ccccc2)C2C(=O)CCCC2=O)cc1 (centres undefined)	1	10	2	-3	-3	103	108	3	0.9	-0.4
45	COc1ccc(-c2ccc3c(N)c(C(=O)c4cccc(OC)c4)sc3n2)cc1	-3	1	9	21	-7	106	88	31*	1	0.3

High-throughput results as filed in PubChem BioAssay.

No enrichment for hits. Share with any hit: about 6.1%.
